High-throughput results as filed in PubChem BioAssay.
OX1R FRET antag – blocks the human orexin 1 receptor; O43613; OX1R-expressing cells, FRET antagonist read-out; inhibition, % at 6.6 µM; 1.8% of 330,000 active; in the data active = inhibition mostly above about 38%, no sharp cut-off; inactive = mostly below about 40%;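 note: 0% = agonist challenge alone and 100% = reference antagonist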
Target sequence (O43613 whole entry, looked up): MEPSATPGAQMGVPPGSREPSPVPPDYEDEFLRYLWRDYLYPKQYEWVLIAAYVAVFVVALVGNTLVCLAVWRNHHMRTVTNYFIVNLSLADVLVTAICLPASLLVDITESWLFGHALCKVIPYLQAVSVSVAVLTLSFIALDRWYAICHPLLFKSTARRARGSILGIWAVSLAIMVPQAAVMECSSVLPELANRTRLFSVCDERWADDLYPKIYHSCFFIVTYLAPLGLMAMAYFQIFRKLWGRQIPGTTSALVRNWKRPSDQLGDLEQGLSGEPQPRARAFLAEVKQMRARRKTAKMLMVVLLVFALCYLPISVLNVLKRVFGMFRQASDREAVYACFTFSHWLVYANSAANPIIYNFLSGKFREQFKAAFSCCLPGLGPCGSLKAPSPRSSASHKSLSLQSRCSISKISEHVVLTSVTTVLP
STK33 inh – blocks human STK33 kinase activity. Q9BYT3. purified STK33, MBP phosphorylation, ADP-Glo luminescence. inhibition, % at 10 µM. 0.073% of 320,000 active;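 active = inhibition at or above 25%, using the most active replicate where run in duplicate; inactive = inhibition below 25%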
Target sequence (Q9BYT3 whole entry, looked up): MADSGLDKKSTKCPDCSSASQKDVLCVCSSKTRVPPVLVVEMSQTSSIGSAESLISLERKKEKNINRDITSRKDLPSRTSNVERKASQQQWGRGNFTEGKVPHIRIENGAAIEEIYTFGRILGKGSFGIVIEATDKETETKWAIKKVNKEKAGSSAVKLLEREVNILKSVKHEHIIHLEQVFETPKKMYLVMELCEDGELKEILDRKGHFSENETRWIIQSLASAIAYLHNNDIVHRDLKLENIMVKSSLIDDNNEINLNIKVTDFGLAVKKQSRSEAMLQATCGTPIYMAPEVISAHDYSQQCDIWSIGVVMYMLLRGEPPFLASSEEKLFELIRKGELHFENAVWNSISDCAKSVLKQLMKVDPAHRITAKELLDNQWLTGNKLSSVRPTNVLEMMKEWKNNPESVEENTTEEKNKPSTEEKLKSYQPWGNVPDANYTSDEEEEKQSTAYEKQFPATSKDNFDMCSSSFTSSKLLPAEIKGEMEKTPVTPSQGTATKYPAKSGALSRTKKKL
Active calls of the source: *; nt = not tested or not shown.

SMILES	OX1R FRET antag	STK33 inh
COc1ccc(N(C)S(=O)(=O)c2cccc(C(=O)Nc3nnc(C4CC4)s3)c2)cc1	16	-0.1
COc1cccc(-c2nnc(NC(=O)c3ccc(S(=O)(=O)N4CC(C)OC(C)C4)cc3)o2)c1 (stereo not drawn)	15	-2.3
NC(=O)C1(N2CCCCC2)CCN(C(=O)c2ccccc2)CC1	10	0.2
Cc1nn(Cc2nc(-c3cccs3)no2)c(C)c1Br	9	-1.4
COc1ccccc1C(=O)Nc1ccc(S(=O)(=O)Nc2cnc3ccccc3n2)cc1	15	-2.6
Cn1ccnc1C1CCCCN1C(=O)c1cc(COc2ccc(F)cc2F)on1 (stereo not drawn)	8	-1.2
O=C(CSc1ccccc1Cl)N1CCC(c2nc3ccccc3s2)CC1	33	-3.0
CC(=O)c1sc(NC(=O)c2ccc(F)c(S(=O)(=O)N3CCOCC3)c2)nc1C	2	0.9
COc1ccc(C(=O)NC2CC2)cc1OC1CCN(Cc2ccc(F)cc2Cl)CC1	24	-1.7
COCCN(C(=O)COC(=O)c1ccc(C)o1)c1c(N)n(Cc2ccccc2)c(=O)[nH]c1=O	7	-0.3
COc1ccc(Cl)cc1NC(=O)c1cccnc1	4	0.6
CCN(CC(=O)NCc1cccs1)C(=O)CCC(=O)c1ccc(C)cc1	16	0.6
O=C(Nc1cccc(O)c1)C1CC(c2cccc(Br)c2)=NO1 (stereo not drawn)	-2	0.2
CN(C)CCCNc1nc(N)c([N+](=O)[O-])c(NCc2ccccc2)n1	nt	0.9
O=C(CCc1ccccc1)N[C@@H]1c2ccccc2CC[C@H]1OCc1ccccc1	17	nt
CC1CCCCN1CCCNC(=O)c1cc(Br)c(Br)[nH]1 (stereo not drawn)	25	-0.5
Cc1ccc(S(=O)(=O)N2CCC(C(=O)O)CC2)cc1	4	nt
Cc1ccc(S(=O)(=O)/N=C(/c2ccccc2)N2CCOCC2)c(C)c1	13	-1.5
Cc1ccc(C)c2c1cc(C)c1nnc(SCC(=O)Nc3nc4c(s3)CCCC4)n12	15	-0.7
CCC(=O)N1CCc2cc(OC)c(OC)cc2C1COc1ccc(C(=O)OC)cc1 (stereo not drawn)	26	-0.8
Cc1ccc(-c2nn(-c3ccccn3)c(=O)c3ccccc23)cc1	17	0.1
CC(=O)Nc1ccc(NC(=O)CCNS(=O)(=O)c2cccc3nsnc23)cc1	95	-1.4
CCOc1ccc(-c2noc(CCC(=O)O)n2)cc1	18	2.1
COC(=O)Nc1nnc(-c2ccc(OC)cc2)s1	0	1.4
CCC(=O)N(C)CCc1cc2c(c(OC)c1/C=N/NC(=O)c1ccncc1)OCO2	7	-1.2
COc1cccc(N2CCN(C(=O)c3cc4ccc(OC)cc4[nH]3)CC2)c1	8	-0.7
CC(NCc1ccc2c(c1)OCO2)c1ccccc1 (stereo not drawn)	-3	0.1
CCOC(=O)N1CCN(C(=O)CNC(=O)c2nn(-c3ccc(OC)c(Cl)c3)c(=O)c3ccccc23)CC1	29	-1.3
COc1cccc(OCC(O)CN2CCN(C)CC2)c1 (stereo not drawn)	10	-1.1
CC(=O)Nc1nc(-c2ccc3c(c2)CC(C)N3C(=O)C2CC2)c(C)s1 (stereo not drawn)	16	-0.9
CC(/C=C/c1ccc(N(C)C)cc1)=N\N=C(/N)SC1CC(=O)N(c2ccc(C(=O)O)cc2)C1=O (stereo not drawn)	25	-0.5
COc1ccc(C(CNC(=O)C(=O)Nc2ccc3c(c2)OCO3)N2CCN(C)CC2)cc1 (stereo not drawn)	5	-0.9
O=C(c1ccc(N2CCCC2=O)cc1)N1CCCCCC1	12	0.0
Cc1ccc(-c2ccc(C(=O)NCCCNC(=O)c3cnccn3)o2)cc1Cl	12	-0.3
CCCCOc1ccc(-c2nc(-c3cccnc3)no2)cc1	8	-3.2
C=CCOc1ccc(/C=N/NC(=O)CN2CCOCC2)cc1OCC	24	0.8
COc1cccc(N2CCN(C(=O)CN(c3cc(C)cc(C)c3)S(=O)(=O)c3c(C)noc3C)CC2)c1	-2	0.3
CN(C)Cc1ccccc1C(O)(c1ccccc1)c1ccccc1	21	-0.2
CCOC(=O)c1sc2cccc(Cl)c2c1N	24	-0.6
COc1ccccc1N(CC(=O)N1CCCCCC1)S(C)(=O)=O	0	-0.4
Cc1ccc(N(CC(=O)NC2CCCC2)C(=O)c2c(C)noc2C)cc1C	11	-1.4
CC1CN(S(=O)(=O)c2ccc(C(=O)N(CCCN(C)C)c3nc4cc5c(cc4s3)OCCO5)cc2)CC(C)O1 (stereo not drawn)	19	0.5
Nc1nc(Cl)nc2c1ncn2C1CC(O)C(CO)O1 (stereo not drawn)	5	-1.7
CCc1ccc(C(=O)COC(=O)c2n[nH]c3ccccc23)cc1	16	-1.6
COc1ccc(CCNc2nc(C)nc3c2oc2ccccc23)cc1OC	54*	0.7
O=C(NCc1ccco1)c1c(O)c2cccc3c2n(c1=O)CCC3	2	-2.4
Cc1ccc2cc(CN(CCO)Cc3nnnn3Cc3ccc(F)cc3)c(=O)[nH]c2c1	41	-1.2
Cc1ccc(NC(=O)CNCc2ccccn2)cc1S(=O)(=O)N(C)C	24	nt

Look-ups from the entries so far.
CN(C)Cc1ccccc1C(O)(c1ccccc1)c1ccccc1 in OX1R FRET antag is listed with 21
COc1cccc(N2CCN(C(=O)CN(c3cc(C)cc(C)c3)S(=O)(=O)c3c(C)noc3C)CC2)c1 in STK33 inh is listed with 0.3

The listing continues:
SMILES	OX1R FRET antag	STK33 inh
CC1CCCC/C1=N\NC(=S)Nc1ccccc1 (stereo not drawn)	9	-0.4
Cc1nn(Cc2ccccc2Cl)c(C)c1NC(=O)NC12CC3CC(CC(C3)C1)C2	5	-2.4
CCOC(=O)c1c(NC(=O)c2cc(CC(C)C)on2)sc(C(C)=O)c1C	9	-4.3
Cn1c(-c2sccc2OCc2ccc(Cl)cc2Cl)n[nH]c1=S	20	0.2
Cc1cc2ncn(C3CC(=O)N(Cc4ccc(N5CCCC5=O)cc4)C3=O)c2cc1C (stereo not drawn)	14	22
CCn1cc(C(=O)OC)c(=O)c2cc(S(=O)(=O)N(C)C3CCCCC3)ccc21	4	-1.4
Cc1ccc(/C=N/N2CCN(C3c4ccccc4-c4ccccc43)CC2)o1	6	-1.2
Cc1ccc(C(=O)Oc2ccc3ccc(=O)oc3c2)cc1	16	-1.1
CCc1sc(C(C2C(=O)CC(C)(C)CC2=O)C2C(=O)CC(C)(C)CC2=O)cc1[N+](=O)[O-]	18	-1.6
O=C(CSc1nnc(-c2cccnc2)n1Cc1ccco1)c1ccc(Br)cc1	13	0.4
Cc1ccc(C(=O)Nc2ccc(O)cc2C(=O)O)cc1C	14	1.9
Cc1ccccc1C1c2[nH]c3ccccc3c2C[C@H]2C(=O)N(c3ccccc3C(=O)NCCCN3CCOCC3)C(=O)N12 (stereo partly drawn)	8	4.6
CCOC(=O)c1cc2c(ccn2C)n1CC(=O)N1CCN(c2cccc(C(F)(F)F)c2)CC1	19	-2.2
COc1ccc(C2=NO[C@H]3C[C@](C(=O)NC(C)C)(S(=O)(=O)c4ccccc4)C[C@@H]23)cc1	14	-0.7
CC(C)(C)C(=O)Oc1cc(N)n(S(=O)(=O)c2ccc(F)cc2)n1	14	-0.8
CCOc1ccccc1N1CCN(C(=O)C2CSC3(C)CCC(=O)N23)CC1 (stereo not drawn)	-4	2.0
O=C(COC(=O)CNC(=O)c1cccs1)Nc1ccc(C(F)(F)F)cc1[N+](=O)[O-]	27	0.2
COC(=O)c1ccccc1NC(=O)CN1CCC(n2nnc3cc(F)ccc32)CC1	10	-2.2
CN(CC(=O)N1CCCc2c1c(=O)oc1ccc(O)cc21)Cc1ccccc1	19	1.2
CCC(CC)C(=O)NCCc1cc2cc(C)c(C)cc2[nH]c1=O	11	-1.9
COC(Cc1n[nH]c(=S)n1-c1ccc(Cl)cc1)OC	-1	-0.9
CC1CCC2(CC1)NC(=O)N(NC(=O)c1cc3ccccc3o1)C2=O (stereo not drawn)	3	0.1
O=[N+]([O-])c1ccccc1-c1ccc(C(=S)N2CCCC2)o1	19	-2.3
O=C(Nc1ccc(F)cc1)N1CCN(c2nc3ccccc3s2)CC1	16	-0.8
CCOC(=O)c1c(NC(=O)CSc2cccc[n+]2[O-])sc(C(=O)Nc2ccccc2)c1C	28	0.4
COc1cc2nc(NC(=O)c3ccc(Cl)cc3)[nH]c(=O)c2cc1OC	10	-0.3
OCC(C#CCN1CCCCC1)NCc1ccccc1 (stereo not drawn)	7	0.1
O=C1CCCN1c1ncc(S(=O)(=O)c2ccc([N+](=O)[O-])cc2)s1	53	-1.9
O=C(Nc1nc(-c2ccccn2)cs1)c1ccco1	18	1.6
CCN(C(=O)CSc1ncccc1C(=O)OC(C)C)c1cccc(C)c1	30	0.0
OC(CN1c2ccccc2Sc2ccccc21)Cn1nnc2ccccc21 (stereo not drawn)	63*	-0.2
O=C(c1nc2ccc(Cl)cn2c1CNCCc1cnccn1)N1CCCCCCC1	24	-2.7
C=CCc1c(C)nc(C)nc1N/N=C/c1ccccc1	13	-1.3
Cc1cc2c(=O)[nH]cnc2s1	14	2.9
CN(C)c1ccc(CNc2ncc(Br)cc2Br)cc1	24	-1.0
CC1=[N+]([O-])C(C)(C)C(C)N(O)C1=O (stereo not drawn)	27	-0.4
Cc1ccc2c3c1C(=O)C(=O)N3C(C)(C)CC2C (stereo not drawn)	18	-3.3
Cc1ccc(C(=O)C2CCN(C(=S)NCCCOC(C)C)CC2)cc1	13	-0.7
NNc1nnc2c3cc(F)ccc3n(CCc3ccccc3)c2n1	19	-0.8
CCOC(=O)N1CCC(N2C(=O)c3ccc(C(=O)NCCOC)cc3C2=O)CC1	4	-2.7
COCCNC(=O)CN(Cc1ccco1)C(=O)CCC(=O)Nc1nccs1	5	-1.8
C=CCN1N=C(/C=C/c2ccc(OC)cc2)CCC1=O	4	-1.4
O=C(CSc1nnc(-c2cccnc2)n1Cc1ccco1)c1ccc2ccccc2c1	11	-0.6
C=C(C)CN(CC)C(=O)CC1C(=O)NCCN1Cc1c(F)cccc1Cl (stereo not drawn)	4	-0.9
CC(=O)c1ccc(NC(=O)COC(=O)c2ccc(F)cc2F)cc1	41	0.1
Cc1cccc(NC(=O)Cn2nnc(-c3ccc(CN4CCCC4)cc3)n2)c1C	24	0.3
CC1CCc2c(C(=O)Oc3cccc(-n4cnnn4)c3)csc2C1 (stereo not drawn)	24	-0.6
O=C(NCc1cccc(F)c1)c1cccc2c1C(=O)c1ccc(Cl)cc1S2(=O)=O	15	0.0
Cc1nn(-c2ccc(F)cc2F)c2c1-c1nc(N3CCCC3)ncc1CC2	10	-0.3
CCCC(=O)N(CCN1CCOCC1)c1nc2c(C)cccc2s1	5	-0.1
O=C(O)C(CO)(c1ccccc1)c1ccccc1	25	-0.1
COc1ccc(OCCCC(=O)NCCc2nc3ccccc3[nH]2)cc1	17	-0.9
COc1ccc(-c2c(C(C)=O)c(C)nc3sc4c(=N)n(N)cnc4c23)cc1	5	1.9
O=C(NC(=S)Nc1ccc(S(=O)(=O)Nc2nccs2)cc1)c1ccc(F)c(F)c1	3	-0.2
COc1ccc(C(CNC(=O)c2cccc(S(=O)(=O)Nc3ccc(C)cc3)c2)N2CCCCC2)cc1 (stereo not drawn)	18	-0.7
COc1ccc(S(=O)(=O)Nc2ccc3c(c2)C(=O)N([C@H](C)CO)C[C@H](C)[C@@H](CN(C)C(=O)NC(C)C)O3)cc1	2	0.9
CC1(C)NC(=O)N(CCOCCSc2ccccc2)C1=O	6	-0.8
O=C(Nc1ccc(S(=O)(=O)Nc2ncccn2)cc1)c1ccccc1	1	-1.3
Cc1ccc(C(=O)NCC(=O)OCC(=O)Nc2cc(C)c(C)cc2[N+](=O)[O-])cc1	21	-1.6
COc1ccc(CNC(=O)c2nn(-c3ccccc3)cc2OC)cc1	10	-0.8
Additional structures.
SMILES	OX1R FRET antag	STK33 inh
N#Cc1c(-c2ccccc2)nc2n1CCS2	9	-1.0
COc1cc2[nH]c(=S)n(CCN3CCOCC3)c(=O)c2cc1OC	18	1.4
CCOc1ccc(N(CC(=O)NCc2ccc(F)cc2)S(=O)(=O)c2c(C)noc2C)cc1	25	0.5
CC(C)C(OC(=O)c1cccs1)C(=O)NCc1cccs1 (stereo not drawn)	20	-0.5
Cc1ccc(-n2c(SCC(N)=O)nnc2-c2ccco2)cc1	-1	-1.8
O=C(C1CCCCC1)N1CCN(S(=O)(=O)c2ccc(Br)cc2)CC1	18	0.2
CCOCCCNC(=O)C1CCN(S(=O)(=O)CC)CC1	2	-0.2
Cc1ccc(S(=O)(=O)N2CCOCC2)cc1C(=O)O	9	-2.0
COc1ccccc1N1CCN(C(=O)c2cc3c(C)nc4ccccc4c3o2)CC1	23	-1.4
O=[N+]([O-])c1cc(/C=N/N2CCN(c3ccccc3)CC2)ccc1Cl	11	-1.2

Ordered by molar mass (low to high): some entries from above.
SMILES	OX1R FRET antag	STK33 inh
N#Cc1c(-c2ccccc2)nc2n1CCS2	9	-1.0
Cc1ccc(S(=O)(=O)N2CCOCC2)cc1C(=O)O	9	-2.0
CCOCCCNC(=O)C1CCN(S(=O)(=O)CC)CC1	2	-0.2
Cc1ccc(-n2c(SCC(N)=O)nnc2-c2ccco2)cc1	-1	-1.8
CC(C)C(OC(=O)c1cccs1)C(=O)NCc1cccs1 (stereo not drawn)	20	-0.5
COc1ccc(CNC(=O)c2nn(-c3ccccc3)cc2OC)cc1	10	-0.8
COc1cc2[nH]c(=S)n(CCN3CCOCC3)c(=O)c2cc1OC	18	1.4
O=C(Nc1ccc(S(=O)(=O)Nc2ncccn2)cc1)c1ccccc1	1	-1.3
COc1ccc(-c2c(C(C)=O)c(C)nc3sc4c(=N)n(N)cnc4c23)cc1	5	1.9
Cc1ccc(C(=O)NCC(=O)OCC(=O)Nc2cc(C)c(C)cc2[N+](=O)[O-])cc1	21	-1.6
COc1ccccc1N1CCN(C(=O)c2cc3c(C)nc4ccccc4c3o2)CC1	23	-1.4
O=C(C1CCCCC1)N1CCN(S(=O)(=O)c2ccc(Br)cc2)CC1	18	0.2
O=C(NC(=S)Nc1ccc(S(=O)(=O)Nc2nccs2)cc1)c1ccc(F)c(F)c1	3	-0.2
CCOc1ccc(N(CC(=O)NCc2ccc(F)cc2)S(=O)(=O)c2c(C)noc2C)cc1	25	0.5
COc1ccc(S(=O)(=O)Nc2ccc3c(c2)C(=O)N([C@H](C)CO)C[C@H](C)[C@@H](CN(C)C(=O)NC(C)C)O3)cc1	2	0.9

Hits appear at their usual frequency. Share with any hit: about 1.8%.
